Compound activity deposited in PubChem BioAssay by Sanford-Burnham Center for Chemical Genomics.
GRIN3A LBD mod = NR3A (human) ligand-binding domain modulation; NR3A LBD differential scanning fluorimetry, Tm shift; 0% = protein alone, 100% = glycine-bound protein; Tm shift relative to glycine control, % at 25 µM; 340,000 compounds, 2.5% hits; AID 1259313;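 active means melting temperature shift of at least 10% of the positive control shift, at one fixed dose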
APJ ag = agonists of human APJ apelin receptor. activation, % at 20 µM. P35414. CHO-K1 APJ PathHunter beta-arrestin, luminescence; 0% DMSO wells, 100% apelin. 330,000 compounds, 0.11% hits;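 active means activation more than six SD over the plate average, tested at 20 µM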;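 further: 0% = DMSO alone and 100% = apelin-13 at 10 nM; some results filed as inactive read as strong as hits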
Target sequence (P35414 whole entry, looked up): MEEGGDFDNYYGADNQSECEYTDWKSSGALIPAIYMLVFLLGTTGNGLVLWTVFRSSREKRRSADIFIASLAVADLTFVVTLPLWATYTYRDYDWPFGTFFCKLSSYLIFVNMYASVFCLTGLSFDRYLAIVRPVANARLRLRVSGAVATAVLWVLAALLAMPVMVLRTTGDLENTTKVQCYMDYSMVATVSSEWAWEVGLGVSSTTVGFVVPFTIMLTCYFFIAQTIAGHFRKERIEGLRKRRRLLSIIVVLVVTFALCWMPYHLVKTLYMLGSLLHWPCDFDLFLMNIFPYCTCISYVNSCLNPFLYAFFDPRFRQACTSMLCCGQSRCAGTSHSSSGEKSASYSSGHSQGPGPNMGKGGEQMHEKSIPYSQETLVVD
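Material: engineered CHO-K1 APJ arrestin reporter cells; amount: 1000 CHO-K1 reporter cells seeded per well; incubation: compound stimulation 90 min at 25 °C, detection 60 min; signal: luminescent beta-gal fragment complementation, chemiluminescent substrate; read-out basis: APJ agonist activity; controls: DMSO-only wells as negative, 10 nM Apelin-13 as positive control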
Mdm2-MdmX inh = inhibitors of human Mdm2/MdmX interaction | inhibition, % at 8 µM | O15151+Q00987 | SaOS-2 split-luciferase Mdm2/MdmX complementation, luminescence | 330,000 compounds, 3% hits;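 active means inhibition of at least 50% at 8 µM in the primary screen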
UPR CHOP act = apoptotic UPR (CHOP) activation. 330,000 compounds, 0.34% hits. AID 449763. CHO-CHOP luciferase reporter, luminescence; percent of tunicamycin response over DMSO baseline. activation, % at 10 µM;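 active means at 10 µM dose, activation of 40% or more, normalized to positive control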;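 further: 100% = tunicamycin at 10 µg/mL and 0% = DMSO alone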
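assay system = CHO CHOP reporter cells | amount = 500 CHO-CHOP cells per well | buffer or medium = F12 with 10% FBS | incubation = 16-18 h cell attachment, then 6 h compound exposure, 37 °C | detection = luminescence read with Steady-Glo | read-out = percent activation relative to tunicamycin control | controls = tunicamycin high control, DMSO low control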
NALP3 yeast inh = blocks the NALP3 inflammasome reconstituted in yeast | Yeast reconstituted NLRP3/ASC/caspase-1, beta-gal luminescence, 24 h | inhibition, % at 10 µM | 330,000 compounds, 0.39% hits | AID 2825;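 active means inhibition of 50% or more; inactive means inhibition below 50%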;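 further: plate controls were induced DMSO wells for no effect and uninduced yeast grown without galactose for full effect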
TIM10 inh = TIM10 yeast growth inhibition. S. cerevisiae TIM10 strain growth, BacTiter-Glo luminescence, 24 h. 330,000 compounds, 1.4% hits. inhibition, % at 10 µM. AID 463195;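 active means inhibition of 40% or more at the single tested concentration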;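 further: wild-type TIM10 isogenic control strain grown at permissive 25 °C; 0% = DMSO yeast wells and 100% = minimal medium wells without yeast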
tim23-1 inh = inhibits growth of tim23-1 mutant yeast | S. cerevisiae tim23-1 growth, BacTiter-Glo luminescence, 24 h | inhibition, % at 20 µM | 330,000 compounds, 1.3% hits | AID 463212;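 active means growth inhibition of the mutant yeast at or above 50%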;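 further: temperature-sensitive mutant grown at 25 °C; plate controls were DMSO-treated mutant yeast for no effect and medium wells lacking yeast for full effect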
XBP1 UPR activ = activators of adaptive arm of unfolded protein response (XBP1); CHO-XBP1 luciferase reporter, IRE1-XBP1 UPR activation, luminescence; percent of tunicamycin response, DMSO as zero; 330,000 compounds, 0.33% hits; activation, % at 20 µM;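 active means versus positive control, 20 µM dose yields 30% or more activation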;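 further: 100% = tunicamycin at 10 µg/mL and 0% = DMSO only wells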
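Material: CHO cell line with stable XBP1 luciferase reporter; buffer or medium: F12 medium containing 10% fetal bovine serum; compound: single point, 20 µM final compound, 1% DMSO; incubation: 6 h treatment, 37 °C; measured by: glow luminescence from Steady-Glo reagent; evaluation: activation, % of tunicamycin; control set: tunicamycin high, DMSO low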
tim10-1 inh = inhibits growth of tim10-1 mutant yeast. S. cerevisiae tim10-1 ts strain growth, BacTiter-Glo, 24 h. inhibition, % at 20 µM. 330,000 compounds, 2.2% hits;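 active means inhibition of at least 40%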;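 further: mutant grown at 25 °C; 0% = DMSO wells with yeast and 100% = wells holding no yeast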
Starred values were filed as active, the others as inactive; x = no result given.

SMILES | GRIN3A LBD mod | APJ ag | Mdm2-MdmX inh | UPR CHOP act | NALP3 yeast inh | TIM10 inh | tim23-1 inh | XBP1 UPR activ | tim10-1 inh
CN1CCC(N(C)C(=O)COc2ccc(S(=O)(=O)N3CCOCC3)cc2)CC1 | 0.8 | -4.6 | 13.3 | -1.7 | 20.4 | 2.8 | 10.2 | -1.3 | -5.9
O=C(CNC(=O)c1ccco1)NCC(c1ccco1)N1CCCCC1 (stereo not given) | 3.0 | -2.4 | 10.4 | 1.0 | 7.6 | -1.3 | 4.4 | -0.2 | -8.2
COc1ccccc1NC(=O)c1ccc([N+](=O)[O-])cc1[N+](=O)[O-] | -3.3 | 5.5 | -2.8 | -2.8 | 21.8 | 13.8 | 29.7 | -3.7 | 21.2
CCNC(=S)N/N=C(\C)c1cccc([N+](=O)[O-])c1 | -0.9 | -4.4 | -25.5 | 0.8 | -30.9 | 28.7 | 35.0 | 0.1 | 44.3*
C/C(CC(=O)Nc1ccccn1)=N\NC(=O)C(=O)Nc1cccc(C)c1 | 2.2 | -1.2 | -3.7 | -1.2 | -3.8 | -0.5 | 13.5 | 1.1 | 1.1
OC(CNCC(c1ccco1)N1CCCCC1)c1ccccc1 (stereo not given) | 0.6 | 0.1 | 17.6 | 0.0 | 9.8 | -0.3 | 5.3 | 0.9 | 6.1
CC(C)Cn1c(C(C)C)nc([N+](=O)[O-])c1Sc1ccc(Cl)cn1 | -0.2 | -0.4 | 27.6 | 0.3 | 2.8 | 23.2 | 48.0 | -2.4 | 37.2
Cc1ccc(S(=O)(=O)N(C)C)cc1NC(=O)c1cc(C(C)(C)C)nn1Cc1ccccc1 | -0.1 | 0.5 | 20.7 | -1.5 | 4.8 | 28.2 | 20.1 | -5.2 | 27.5
CCOC(=O)c1cccc(NC(=O)c2cc3ccccc3o2)c1 | -0.5 | 0.8 | -47.3 | 2.6 | 35.3 | 27.1 | 57.9* | 2.1 | 23.3
Nc1nc(-c2ccccn2)nc(N)c1Cc1ccccc1F | -0.2 | -5.1 | 7.4 | 9.0 | 3.1 | -41.1 | -16.4 | 16.8 | -41.2
O=C(CSc1nc(=O)n(CCCN2CCOCC2)c2c1CCC2)Nc1ccc(F)cc1F | -0.1 | -7.2 | 4.9 | 1.0 | 15.4 | -4.1 | -1.7 | 0.8 | -25.5
CC1(C)Oc2ccc3ccc(=O)oc3c2/C(=C/Nc2ccc(O)cc2)C1=O | -5.0 | -0.8 | 55.4* | 2.7 | -26.8 | -9.4 | 28.1 | 2.5 | 35.3
Cc1cc(C)c(C#N)c(SCC(=O)NN2CC(=O)N(c3ccccc3F)CC2=O)n1 | -9.9 | 1.1 | -16.3 | 2.1 | 9.3 | -14.1 | -1.1 | 0.5 | 17.5
O=C(Nc1nc(-c2ccc(F)cc2)cs1)c1cnccn1 | -4.0 | -2.3 | -19.8 | 1.6 | 5.9 | 4.3 | -3.1 | -0.8 | 26.0
O=C(C1CCN(Cc2nc(Cc3cccc(F)c3)no2)CC1)N1CCOCC1 | -0.4 | -0.3 | 10.4 | -1.2 | 2.7 | -0.1 | 0.3 | -0.8 | 2.2
C1CN(c2nc3nonc3n3nnnc23)CCO1 | 2.5 | 3.3 | -6.1 | 1.2 | 9.6 | 2.1 | 4.0 | -3.4 | 3.4
O=C(COC(=O)Cc1ccsc1)Nc1ccc(Cl)cc1F | -2.3 | 1.2 | -13.9 | -1.2 | 11.1 | 4.5 | 9.7 | 1.7 | 14.1
CCOC(=O)Cn1cnc2c(sc3nc(C)cc(C)c32)c1=O | 0.4 | -4.6 | -9.2 | 3.4 | 23.4 | -14.2 | 2.9 | 5.7 | -27.4
CCN(CC)S(=O)(=O)c1cccc(C(=O)N[C@@H](C)c2nc3ccccc3[nH]2)c1 | x | -0.6 | 5.1 | -1.5 | 8.6 | 20.5 | 15.4 | 0.2 | -8.2
COc1ccccc1NC(=S)N1CCCc2ccccc21 | 3.4 | -0.8 | 11.0 | 1.7 | -8.5 | -3.1 | 1.2 | -4.2 | 7.2
CCCCCCOC(=O)c1ccc(OC(=O)c2cccnc2)cc1 | 1.4 | -3.6 | -45.1 | 3.4 | 24.6 | 23.2 | 23.5 | 5.3 | 0.6
CC(C)c1cc(CNC(=O)CCc2nnc(CCCc3ccccc3)o2)on1 | 3.2 | -1.8 | -26.3 | 1.5 | 9.9 | -14.5 | 1.0 | 2.9 | 20.1
Cc1ccc(-n2ncc3c(N4CCC(C(N)=O)CC4)ncnc32)c(C)c1 | -0.4 | -2.8 | -2.5 | -0.8 | 12.4 | -1.8 | 8.4 | 0.3 | 10.3
N#CCS(=O)(=O)c1ccccc1 | 1.9 | 1.6 | -4.8 | 1.4 | 9.5 | 1.2 | 6.8 | 1.7 | 1.0
COC(=O)c1cccc(-n2c(C)cc(C=O)c2C)c1 | -1.0 | -1.2 | 5.6 | -1.5 | 6.9 | -10.4 | 17.9 | -1.3 | 10.6
O=C(CSc1ncccn1)N1CCC(Cc2ccccc2)CC1 | -2.1 | 1.2 | 0.5 | 1.3 | 3.6 | 4.6 | 18.0 | -1.7 | 14.2
COc1ccc(N2C(=O)C(CC(=O)Nc3ccc(F)cc3)N(CCc3ccc(OC)c(OC)c3)C2=O)cc1 (stereo not given) | -0.8 | -3.1 | -8.9 | -0.2 | -1.6 | 14.0 | 27.7 | 1.4 | 17.5
Cc1ccn2cc(CCNC(=O)CC(C)(C)C)nc2c1 | 0.6 | -4.2 | -14.6 | -2.2 | 15.5 | -2.8 | 21.9 | -3.0 | 16.6
COc1cc(OC)cc(C(=O)N[C@H](C(=O)NC2=NCCS2)C(C)C)c1 | 0.1 | -3.2 | -7.7 | 1.6 | -0.4 | 0.8 | 18.4 | -2.6 | 1.1
O=C(O)CCCC(=O)N1CCc2cc(S(=O)(=O)NCc3ccc(F)cc3)ccc21 | 4.0 | -1.0 | -8.0 | 1.0 | 5.1 | -12.9 | 0.0 | 0.9 | 5.5
CC(=O)c1c(C)[nH]c(C(=O)COc2ccc3c(C)cc(=O)oc3c2)c1C | -3.2 | -2.4 | 33.0 | -0.2 | 17.5 | 0.6 | -4.4 | -1.2 | -3.0
COc1cc(OC)c2cc[nH]c2c1 | -2.0 | -1.8 | -4.3 | -1.4 | -1.3 | -8.7 | -8.3 | 1.4 | 9.6
COc1cc(/C=N/Nc2nc(Nc3ccc(C)cc3)nc(-n3nc(C)cc3C)n2)cc(OC)c1OC | -4.3 | 3.5 | 59.3* | 13.7 | -1.7 | 17.7 | -23.8 | 50.5* | 18.8
CCOC(=O)Cc1c(C)[nH]c(=S)[nH]c1=O | -2.8 | -1.0 | 11.5 | -0.4 | 25.1 | -0.6 | -1.4 | 5.3 | 10.5
COC(=O)c1cc(C)sc1NC(=O)C1CC=CCC1C(=O)O (stereo not given) | 0.0 | -2.5 | -11.3 | -0.1 | -1.1 | -0.7 | -0.5 | 0.5 | 11.0
CC(=O)OCCN(C)c1cc(SC(C)C)c2nonc2c1[N+](=O)[O-] | 2.1 | 3.8 | 15.0 | 0.8 | 6.3 | -4.2 | -13.4 | -1.1 | 0.9
Cc1ccc(C)n1-n1c(C)nc2scc(-c3ccccc3)c2c1=O | -0.3 | -3.0 | 28.1 | -0.8 | 3.4 | 10.2 | 20.0 | -1.1 | 24.8
CN1C(=O)/C(=C/C=C2\SCCN2C)N(C)C1=S | 0.0 | -4.1 | -31.6 | 4.2 | 33.3 | 3.1 | 2.5 | 3.7 | -9.8
COc1cc(NC(=O)CN2C(=O)COc3ccc(S(=O)(=O)N4CCCCC4)cc32)cc(OC)c1 | 2.0 | -1.7 | -15.4 | -0.7 | 4.7 | -0.3 | 8.3 | -4.9 | 24.2
CC1(C2CC2)NC(=O)N(CC(=O)Nc2ccc(Cl)c([N+](=O)[O-])c2)C1=O (stereo not given) | 3.0 | -5.4 | 18.2 | -0.6 | 2.5 | 3.5 | 4.0 | -1.4 | -4.3

Compound profiles, as listed above. Screens in order: GRIN3A LBD mod, APJ ag, Mdm2-MdmX inh, UPR CHOP act, NALP3 yeast inh, TIM10 inh, tim23-1 inh, XBP1 UPR activ, tim10-1 inh
C1CN(c2nc3nonc3n3nnnc23)CCO1 is listed with 2.5, 3.3, -6.1, 1.2, 9.6, 2.1, 4.0, -3.4, 3.4
Cc1ccc(C)n1-n1c(C)nc2scc(-c3ccccc3)c2c1=O is listed with -0.3, -3.0, 28.1, -0.8, 3.4, 10.2, 20.0, -1.1, 24.8
CCOC(=O)c1cccc(NC(=O)c2cc3ccccc3o2)c1 is listed with -0.5, 0.8, -47.3, 2.6, 35.3, 27.1, 57.9*, 2.1, 23.3

Continuation.
SMILES | GRIN3A LBD mod | APJ ag | Mdm2-MdmX inh | UPR CHOP act | NALP3 yeast inh | TIM10 inh | tim23-1 inh | XBP1 UPR activ | tim10-1 inh
CC(C)N(Cc1ccccc1)C(=O)c1ccc2c(c1)OCO2 | 0.1 | 1.9 | 8.9 | 1.5 | -3.2 | 15.9 | 13.5 | 4.0 | 20.5
O=S(=O)(Nc1cccc2ccccc12)c1ccccc1F | -1.6 | 1.4 | -8.8 | 3.8 | -21.6 | 19.0 | 24.1 | 5.9 | -6.8
CCn1c(SCC(=O)NC2CC2)nnc1-c1ccc(OC)cc1 | 6.7 | 1.8 | 13.3 | 1.7 | 13.6 | 5.2 | -3.0 | -2.9 | 8.1
Cc1cccc(OCC(=O)Nc2cc(Cl)ccc2-n2cncn2)c1C | 0.6 | -3.5 | 3.2 | 0.3 | 18.3 | -1.5 | 5.8 | 3.3 | -4.8
COc1ccc(CCN(C)C2CCCN(C(=O)CCC(F)(F)F)C2)cc1OC (stereo not given) | -0.2 | -1.7 | 9.6 | 2.3 | 21.8 | -1.3 | 1.9 | -4.7 | 0.8
CC(C)Cc1nnc(NS(C)(=O)=O)s1 | 0.6 | -2.1 | 4.5 | -0.8 | 12.7 | 2.8 | -10.2 | -8.6 | -8.2
CCOC(=O)c1ccccc1NC(=O)[C@@H]1CCCN1C(=O)OC(C)(C)C | 0.0 | -0.1 | 2.8 | 0.2 | 9.5 | 8.8 | 27.4 | -3.7 | 24.9
CCOc1ccc(NC(=S)N(C)C)cc1 | -1.3 | -1.2 | 15.2 | -1.4 | -1.5 | -12.9 | -7.0 | -2.4 | 12.7
COc1ccccc1N1CCN(C2CCCN(Cc3cc(F)cc(F)c3)C2)CC1 (stereo not given) | 0.7 | -3.3 | -4.8 | -1.0 | 28.1 | -2.0 | -11.9 | -5.5 | -11.0
Cc1ccc2c(c1)C1CN(C)CCC1N2C(=O)COc1ccc(N(C)C(=O)C(C)(C)C)cc1 (stereo not given) | 0.1 | -0.1 | 5.9 | -0.3 | 15.9 | 12.0 | 23.3 | 0.5 | 2.2
Cc1ccc(CCNC(=O)c2ccc(NC3=NC4CS(=O)(=O)CC4S3)cc2)cc1 (stereo not given) | -1.6 | -0.4 | -4.8 | 2.0 | 6.4 | 0.0 | 12.6 | -3.2 | 9.1
